# sPLA2-III inh: human group III sPLA2 inhibitors, primary screen, biochemical, QFRET, BODIPY PC-A2 liposome substrate; Group 3 secretory phospholipase A2 (Homo sapiens), Q9NZ20; QFRET BODIPY PC-A2 liposome hydrolysis, fluorescence; inhibition, % at 12.2 µM; 370,000 compounds, 0.56% hits;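 active = inhibition above mean plus 3 SD of compounds lying within the high and low control bounds, cut at about 19% in these data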;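 note: 0% = median of test compound wells and 100% = no enzyme DMSO wells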
# ADAM10 inh: human ADAM10 inhibitors, primary screen, biochemical, QFRET, HTS. Disintegrin and metalloproteinase domain-containing protein 10 (Homo sapiens), O14672. recombinant ADAM10, EDANS/DABCYL FRET peptide cleavage, 3 h. inhibition, % at 7 µM. 370,000 compounds, 0.62% hits;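 active = inhibition above a per-campaign cutoff equal to the mean of compounds falling between control-based bounds plus 3 SD, cut at about 20% in these data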;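 note: 0% = DMSO wells while the 100% control is not disclosed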
# GC-A act: GC-A stimulated cGMP production enhancers – HEK293 GC-A cells, cGMP TR-FRET, EC30 ANP, primary screen. Atrial natriuretic peptide receptor 1 (Homo sapiens), P16066. 0% at EC30 ANP, 100% saturating ANP. activation, % at 10 µM. 370,000 compounds, 0.14% hits; in the data active = activation above about 40%
# ASAP1 inh: inhibitors of human ASAP1 ArfGAP activity, primary screen, biochemical, fluorescence polarization; Arf-GAP with SH3 domain, ANK repeat and PH domain-containing protein 1 (Homo sapiens), …; ASAP1-stimulated ARF1 GTP hydrolysis, GDP FP detection; inhibition, % at 16.5 µM; 360,000 compounds, 0.19% hits; AID 624377, 2012; in the data active = inhibition above about 25%;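 note: 0% = vehicle with enzyme and substrate and 100% = no enzyme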
# Target sequence (Q9ULH1 325-724 limits assumed): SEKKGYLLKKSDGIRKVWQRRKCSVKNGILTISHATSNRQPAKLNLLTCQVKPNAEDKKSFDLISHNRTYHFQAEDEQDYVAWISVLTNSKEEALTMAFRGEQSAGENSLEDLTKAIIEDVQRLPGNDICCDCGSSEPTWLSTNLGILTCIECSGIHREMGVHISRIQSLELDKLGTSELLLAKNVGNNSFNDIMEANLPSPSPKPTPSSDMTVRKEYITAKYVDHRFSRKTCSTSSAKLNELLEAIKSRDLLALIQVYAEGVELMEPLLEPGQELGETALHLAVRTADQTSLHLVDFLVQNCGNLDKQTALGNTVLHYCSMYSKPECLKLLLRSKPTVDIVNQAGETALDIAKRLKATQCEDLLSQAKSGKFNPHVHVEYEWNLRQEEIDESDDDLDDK
# rCAG RNA binder: binders of r(CAG) RNA repeats, primary screen, biochemical, fluorescence; inhibition, % at 3 µM; r(CAG) RNA repeat, TO-PRO-1 dye displacement fluorescence; 370,000 compounds, 1.3% hits;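 active = inhibition above the plate cutoff, the mean of all test compounds on that plate plus 3 SD, cut at about 35% in these data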;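 note: 0% = DMSO alone and 100% = 100 µM mitoxantrone as full dye displacement; higher means more dye released from RNA so lower well fluorescence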
# KLK7 zymogen act: proKLK7 zymogen activators, primary screen, biochemical, fluorescence intensity; Kallikrein-7 (Homo sapiens), P49862; purified proKLK7, EDANS-DABCYL substrate fluorescence; 100% is mature enzyme control, 0% vehicle; activation, % at 7 µM; 370,000 compounds, 0.9% hits; AID 652039, 2013;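 active = activation above the mean of all tested compounds plus 3 SD, computed per campaign excluding outliers beyond control limits, cut at about 13% in these data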
# Target sequence (P49862 whole entry, looked up): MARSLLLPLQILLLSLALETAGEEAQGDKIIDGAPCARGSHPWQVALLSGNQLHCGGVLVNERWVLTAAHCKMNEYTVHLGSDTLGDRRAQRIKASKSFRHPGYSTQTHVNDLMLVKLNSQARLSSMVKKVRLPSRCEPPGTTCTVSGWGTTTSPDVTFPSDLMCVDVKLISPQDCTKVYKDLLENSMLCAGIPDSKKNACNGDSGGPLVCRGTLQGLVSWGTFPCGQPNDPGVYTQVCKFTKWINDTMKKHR
# ARFGAP1 inhibitor: inhibitors of rat ARFGAP1 GAP activity, primary screen, biochemical, fluorescence polarization, GDP tracer. 360,000 compounds, 0.26% hits. ADP-ribosylation factor GTPase-activating protein 1 (Rattus norvegicus), Q62848. AID 651572, 2012. Arfgap1-stimulated ARF1 GTP hydrolysis, GDP FP detection. inhibition, % at 16.5 µM;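 active = inhibition above a per-plate limit, mean inhibition of low control wells plus 3 SD, cut at about 25% in these data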;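 note: 0% = DMSO wells with enzyme and 100% = wells lacking Arfgap1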
# Target sequence (Q62848 1-136 limits assumed): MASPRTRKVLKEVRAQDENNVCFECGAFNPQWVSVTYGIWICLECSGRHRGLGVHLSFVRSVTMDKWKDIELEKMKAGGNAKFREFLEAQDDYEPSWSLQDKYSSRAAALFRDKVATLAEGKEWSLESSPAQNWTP
#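 Material: rat Arfgap1 catalytic domain, aa 1-136; also added: human ARF1(Δ1-17)-GTP substrate; compound dosing: one concentration, 16.5 µM, DMSO 1.26%; incubation: GTP hydrolysis reaction 2 h at 25 °C; measured by: Tracer-displacement fluorescence polarization with EDTA stop, 620/688 nm; evaluation: % inhibition from polarization; repeats: one replicate per compound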
# NPR2 activator: human GC-B receptor activators, primary screen, HEK293 GC-B cells, cGMP TR-FRET, EC30 CNP | activation, % at 10 µM | 370,000 compounds, 0.11% hits | 0% at EC30 CNP, 100% saturating CNP;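 active = activation at 10 µM reaching about 35% in either raw or pattern-adjusted values, limit read from the data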
# Tn6 DDE FP: inhibitors of Tn6 peptide binding to fibrin DD(E), primary screen, biochemical, fluorescence polarization, human fibrin, Tn6 probe | Fibrinogen beta chain (Homo sapiens), P02675 | Fibrin DD(E) TRITC-Tn6 fluorescence polarization displacement | inhibition, % at 8.3 µM | 370,000 compounds, 0.21% hits | AID 720509, 2013;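 active = inhibition above a per-campaign cutoff: mean of compounds within control limits plus 3 SD, cut at about 15% in these data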;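 note: 0% = median of all compound wells on the plate and 100% = blocking peptide control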
# FXN GAA850 act: FXN promoter activators, primary screen, cell-based, luciferase luminescence, HEK293 lucGAA850; HEK293 lucGAA850 FXN promoter luciferase reporter, 24 h; percent of 10 µM SAHA response; activation, % at 6 µM; 360,000 compounds, 0.56% hits; AID 540364, 2011;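 active = activation above the average of all compounds screened plus 3 SD, cutoff fixed separately per campaign, cut at about 7.5% in these data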;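 note: 0% = DMSO wells and 100% = 10 µM SAHA wells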
# An asterisk follows results filed as active; / = no result given. No enrichment for hits. About 4.5% of those tested had a hit in this group.
SMILES,sPLA2-III inh,ADAM10 inh,GC-A act,ASAP1 inh,rCAG RNA binder,KLK7 zymogen act,ARFGAP1 inhibitor,NPR2 activator,Tn6 DDE FP,FXN GAA850 act
Clc1ccccc1OCCn1ccnc1,-4,-1,9,-12,-1,-0.2,-3,12,-1,0.6
Nc1ccc(S(=O)(=O)c2cccc(N)c2)cc1,6,-1,-2,2,-3,0.0,13,0,2,-0.1
COc1cccc(CNC(=O)C2CCCN(c3nn4c(=O)cc(C)nc4s3)C2)c1 (stereo not given),3,-1,-1,19,-2,-0.5,-10,-1,-1,0.8
O=C(CN(Cc1ccccc1F)C(=O)c1ccco1)NCc1ccc(F)cc1,2,1,-4,3,0,0.7,-1,-3,7,-0.5
Cc1ccccc1Nc1nc(N)nc(COC(=O)c2ccco2)n1,-1,-3,1,2,2,0.0,-10,2,2,3.2
CCN1CCN(S(=O)(=O)c2ccc(Cl)c(C(=O)NC(C)c3ccccc3Cl)c2)CC1 (stereo not given),0,-1,0,2,-1,0.3,-5,3,-1,0.1
Cn1c(SCC(=O)NC2CC2)nnc1-c1ccco1,3,-6,-4,5,0,0.5,4,-1,5,-1.4
CC(=O)c1nn(-c2cccc(Br)c2)cc1C(=O)c1ccccc1,-1,2,4,1,-1,0.0,-6,4,0,1.4
CCOc1ccc(N=Cc2ccc([N+](=O)[O-])cc2)c(O)c1,-23,-22,-3,1,12,18*,-12,1,13,2.2
Cc1n[nH]c(C)c1CCNC(=O)C1CCC(=O)N(Cc2ccccc2F)C1 (stereo not given),2,9,-1,3,-3,-0.3,-9,-12,-2,1.9
CC(=O)Nc1ccc(S(=O)(=O)N(C)CC(=O)OCC(=O)N(C)c2ccccc2)cc1,-4,-5,-6,-1,-1,0.0,-1,-2,7,-1.0
C[C@H](CO)N1C[C@H](C)[C@@H](CN(C)C(=O)c2ccc3ccn(C)c3c2)OCc2cnnn2CCCC1=O,3,-28,1,12,2,-0.1,5,-1,7,1.0

# Sorted by SMILES length (lowest first): 3 of the compounds above
SMILES,sPLA2-III inh,ADAM10 inh,GC-A act,ASAP1 inh,rCAG RNA binder,KLK7 zymogen act,ARFGAP1 inhibitor,NPR2 activator,Tn6 DDE FP,FXN GAA850 act
O=C(CN(Cc1ccccc1F)C(=O)c1ccco1)NCc1ccc(F)cc1,2,1,-4,3,0,0.7,-1,-3,7,-0.5
Cc1n[nH]c(C)c1CCNC(=O)C1CCC(=O)N(Cc2ccccc2F)C1 (stereo not given),2,9,-1,3,-3,-0.3,-9,-12,-2,1.9
CCN1CCN(S(=O)(=O)c2ccc(Cl)c(C(=O)NC(C)c3ccccc3Cl)c2)CC1 (stereo not given),0,-1,0,2,-1,0.3,-5,3,-1,0.1

# Additional structures follow.
SMILES,sPLA2-III inh,ADAM10 inh,GC-A act,ASAP1 inh,rCAG RNA binder,KLK7 zymogen act,ARFGAP1 inhibitor,NPR2 activator,Tn6 DDE FP,FXN GAA850 act
CCOC(=O)C1=CC[C@@H](c2ccc([N+](=O)[O-])cc2)N(S(=O)(=O)c2ccc(C)cc2)[C@H]1c1ccccc1,10,-3,-3,-6,4,0.6,-3,5,5,/
NC(Cc1cnc[nH]1)c1csc(Nc2ccc(C(F)(F)F)cn2)n1 (stereo not given),-6,-22,2,-10,3,0.3,-5,1,9,-0.5
CC(C)OC(=O)c1c(NC(=O)c2cnn3c2NC(c2ccccc2)CC3C(F)(F)F)sc2c1CCCC2 (stereo not given),-1,-9,-1,-9,2,-1.3,1,3,1,1.0
CCOc1ccc2c(c1)C(C)=CC(C)(C)N2S(=O)(=O)c1ccc(F)cc1,0,-2,-2,-10,-8,-0.3,-8,8,6,-3.1
O=C1C=C(c2cccc(O)c2)C[C@@H](c2ccc(F)cc2)C1,-13,6,6,13,-4,0.0,1,1,-5,1.8
Cc1ccc(S(=O)(=O)Nc2cncnc2NS(=O)(=O)c2ccc(C)cc2)cc1,-5,-3,-6,6,3,-0.3,0,-1,1,-1.4
COc1cc(C)c(-c2[nH]ncc2-c2csc(C)n2)c(O)c1,-12,1,-1,8,-2,-0.4,-12,2,-1,0.0
CC(C)CCN1CCN(Cc2cn[nH]c2C2CCCCC2)CC1CCO (stereo not given),4,2,1,-10,-4,0.4,0,1,-5,0.0
CC1(C(=O)NCCc2ccccc2)Cc2c(-c3ccccc3)ccnc2O1 (stereo not given),-9,4,-3,6,-2,-0.3,-3,-1,-6,-1.6
O=C1C(Cl)=C(Nc2cccc(O)c2)C(=O)N1Cc1ccccc1,-23,3,-6,7,1,0.9,8,-6,1,0.8
Cc1nc2ccccc2c(C(=O)O)c1-c1ccccn1,2,1,5,2,0,0.7,-17,-2,-5,-0.5
Cc1ccc(NC(=O)c2sc(=S)n(-c3cc(C)ccc3F)c2N)cc1,-1,-2,3,-11,-1,0.0,-1,-1,1,2.0
CCn1cc(CN2CCC(n3nccc3NC(=O)C3CCCC3)CC2)cn1,2,-7,3,-10,-4,-0.7,-2,3,-2,1.4
COc1ccc(/C=N/Nc2nc3ccccc3o2)cc1O,-17,-12,4,1,1,0.0,2,-4,2,-2.5
COc1cccc(N2CCN(S(=O)(=O)c3c(C)[nH]c(C)c3C(=O)N3CCCC3)CC2)c1,2,-1,1,1,0,-0.5,3,-5,0,0.7
Cc1ccc(C)c(NC(=O)CSc2ccc(S(=O)(=O)N3CCCC3)cn2)c1,-5,-6,-4,-9,4,0.5,-8,4,5,-0.1
CCOC(=O)C1=C(COC(=O)C2CC(=O)N(CCc3ccccc3)C2)NC(=O)NC1C (stereo not given),4,-9,-4,13,1,0.3,9,-4,9,-0.7
CN(C)c1ccc(N/C=C/C(=O)c2ccco2)cc1,2,3,2,-9,13,0.4,-9,-10,2,-1.4
C=CCNc1nc(Cl)nc(Nc2cc(Cl)ccc2OC)n1,2,2,-28,10,2,0.3,-3,-7,-2,-0.7
Cc1ccc(S(=O)(=O)N(C)C)cc1NC(=O)CN1C(=O)NC2(CCCc3ccccc32)C1=O (stereo not given),-13,6,-6,-2,4,-0.2,-3,1,0,-0.5
O=C(CCC(=O)N1CCOCC1)c1ccc(F)cc1,5,-6,0,3,1,-0.5,-3,2,5,3.4
COc1ccc(N2C(=O)c3n[nH]c(C(C)C)c3C2c2ccc(C)cc2)cc1 (stereo not given),-13,-8,-22,-4,0,0.1,-5,-21,10,/
Cc1cc(Cl)ccc1NC(=O)/C=N/O,-27,3,-2,2,4,-0.2,-5,0,-2,2.1
Cc1nc(-c2c(C(=O)NNC(=O)Nc3c(C)cccc3C)noc2C)cs1,2,2,6,-5,1,-0.9,-8,-2,5,-1.1
COc1ccc(C[C@H]2CN3C(=NC[C@H]3Cc3ccccc3)N2CCNC(=O)CCC2CCCCC2)cc1,9,-4,-8,-1,-1,0.5,12,-16,4,-5.7
CC1(C)CC(=O)C2=C(C1)OC(=O)C2(NC(=O)c1cccs1)C(F)(F)F (stereo not given),5,-1,4,20,-2,0.3,0,5,-5,3.6
Cc1nn(C)c(C)c1NC(=O)c1ccc(Br)o1,1,10,0,7,1,-0.3,2,4,0,1.1
Cc1nn(-c2ccccc2)c(Cl)c1/C=N/NC(=O)c1cccc(S(=O)(=O)N2CCCC2)c1,5,1,-1,-9,3,-0.1,-16,2,3,0.8
Cc1ccc(S(=O)(=O)N2CCOCC2)cc1NC(=O)CNCc1cccnc1,-4,2,0,-7,4,-0.3,10,4,2,-1.6
O=C(Nc1ccccc1-c1nnn(CC(=O)N2CCN(c3ccccc3)CC2)n1)c1cccs1,1,1,0,-12,0,-0.6,-7,3,-1,-6.9
Cc1nc(NC(=O)c2ccco2)sc1-c1csc(Nc2ccc(Cl)cc2Cl)n1,-9,-15,-7,5,48*,-14,5,-3,-6,0.8
COc1ccc2c(c1)[C@@]1(OCCC=C[C@H]1C)C(=O)N2C/C=C(\C)CCC=C(C)C,-7,-4,-2,-7,-1,-0.1,-3,-1,10,/
CCOc1ccc(N(CC(=O)O)S(=O)(=O)c2cccnc2)cc1,1,-13,0,4,2,-0.5,-3,-2,-4,0.4
O=C(NC(=O)c1ccccc1Cl)C(=O)Nc1ccc(Cl)cc1,0,-3,0,-2,0,-0.2,0,-4,6,-0.2
CC1(C)CC(=O)c2sc(NC(=O)CCS(=O)(=O)c3ccccc3)nc2C1,5,-29,2,4,2,-2.1,-4,-1,0,1.8
COC(=O)c1cc(NC(=O)CN(c2cccc(OC)c2)S(=O)(=O)c2ccccc2)ccc1Cl,-46,24*,-5,-5,13,-0.2,-18,-1,-3,-5.0
CCOC(=O)C1=C(C)NC(=O)C(C#N)C1c1ccco1 (stereo not given),-17,0,5,3,-1,1.2,-4,-5,12,2.2
Nc1nc(SCC(=O)Nc2ccc(Br)cc2Br)n[nH]1,-2,-4,2,-6,5,-1.3,-3,0,-5,-0.4
CC(Oc1coc(CN2CCN(C(=O)c3ccco3)CC2)cc1=O)c1ccccc1 (stereo not given),12,-4,2,-2,-4,-0.7,0,4,-1,-1.1
Cc1ccc(C(=O)Nc2ccc3c(c2)OCO3)cc1S(=O)(=O)N1CCCC1,-6,4,1,-9,1,-0.5,-20,4,-7,4.4
CS(=O)(=O)c1ccc(Cl)c(NC(=O)CN2CCN(S(=O)(=O)/C=C/c3ccccc3)CC2)c1,-12,0,-8,-7,8,0.7,10,-4,-3,0.6
C=CCNC(=O)/C(=C\c1ccc2c(c1)OCO2)NC(=O)c1ccc(Br)cc1,2,0,-3,-15,2,0.4,-3,3,6,-1.4
OC(c1ccc(Cl)c(F)c1)c1ncc(-c2ccc(Oc3ccccc3)cc2)[nH]1 (stereo not given),-1,11,0,16,5,0.9,17,1,0,-1.6
Cc1ccc(S(=O)(=O)N2CCCCC2)cc1NC(=O)CSc1nnnn1C,6,-2,-1,2,-3,-0.1,5,2,11,1.4
O=[N+]([O-])c1ccc(CSc2nc3ccccc3[nH]2)cc1,-8,4,-4,6,-1,0.4,6,1,2,3.1
Cc1nc(NCc2ccc3c(c2)OCO3)c2nnn(Cc3ccccc3)c2n1,-3,-5,11,-13,3,0.1,-5,15,4,2.2
C=CCn1c(=O)[nH]c2cc(C(=O)N3CC=C(c4ccccc4)CC3)ccc2c1=O,-9,-12,-7,-3,2,-2.2,-3,-6,-2,-2.4
Cc1cccc(-n2ncc3c(N4CCCc5ccccc54)ncnc32)c1,5,-83,-11,-11,0,0.1,0,-9,3,1.3

# Bioassay records from PubChem BioAssay.
